BCR signal inh – qHTS Assay to Find Inhibitors of Chronic Active B-Cell Receptor Signaling; ABC-DLBCL IkBa-CBG/CBR reporter, luminescence ratio, 4 h; Potency, µM (doses to about 46.1 µM), for the others: at the top dose ratio change, negative = lower green/red ratio, actives largely listed as inhibitors; hit rate 0.05% among 340,000; AID 493014, 2011; active = well fitted inhibition curve with a large enough effect in the signal ratio, with a control signal flat, not every such curve was filed as active; inconclusive = small, poorly fitted or top-dose-only effect, or effect the other way, or a change in a side signal; the % refers to the signal ratio;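 also: plate controls were basal doxycycline-induced cells for no effect and cells given 10 µM MG132 for full effect; MG132 reads +100%, hits lower the ratio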
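Doxycycline induced both beetle luciferases in TMD8 lymphoma cells; IKK-driven degradation limits the IkappaBalpha-fused green signal, while red luminescence normalises for cell number and nonspecific effects. Compounds tested up to 46 uM, 4 hrs.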
* marks the source's active call; other numbers are inactive results; ? = inconclusive. Potency is read from the fitted curve at half-maximal effect.

SMILES	BCR signal inh
CC(C)CC(=O)NC1CC(=O)N(c2ccc3c(c2)OCCO3)C1 (stereo not drawn)	-19%
COc1ccc(S(=O)(=O)NCC(c2cccs2)S(=O)(=O)c2ccc(C)cc2)cc1F (stereo not drawn)	0%
COc1ccc(NC(=O)CCn2c(-c3ccc(F)cc3)cc(C(C)=O)c2C)c(OC)c1	?
O=C(COc1ccc(Br)cc1)Nc1cccc2cccnc12	?
COc1ccc(CNC(=O)c2ccc3c(c2)N(Cc2ccccc2C)C(=O)c2ccccc2S3=O)cc1 (stereo not drawn)	?
COc1ccc(N2CCN(c3ncnc4c3cnn4C)CC2)cc1	-14%
Cc1cc(C)c(NC(=O)c2cc(S(=O)(=O)N3CCN(c4ccccc4F)CC3)ccc2F)c(C)c1	-7%
CCOC(=O)c1c(NC(=O)c2cc3nc(-c4ccc(Br)cc4)cc(C(F)(F)F)n3n2)sc(C(C)=O)c1C	-17%
CCCn1ccc2c(OCC(=O)Nc3ccccc3OCC)cccc2c1=O	27%
CC(C)CN(CCCNC(=O)c1cc(=O)[nH]c2ccc(S(=O)(=O)N3CCCCCC3)cc12)CC(C)C	0%
O=C(CSc1nccn1C1CCCC1)Nc1ccc(C(F)(F)F)cc1	-3%
COCCCNc1ncnc2onc(-c3ccc(F)cc3)c12	-7%
Cc1cc(C)c(NC(=O)Cn2c(=O)n(Cc3ccccc3)c(=O)c3c(C)c(C(=O)N(C)C)sc32)c(C)c1	?
CCC(=O)C1=C(c2cccc(OC)c2)N(C(=O)CC)n2c(nnc2C2CCCCC2)S1	12%
Cc1cc(C(=O)Nc2ccc(Cl)cc2)c2c(C)nn(-c3ccccc3)c2n1	-8%
Cc1cccc(-n2ncc3c(NNC(=O)c4ccccc4Cl)ncnc32)c1	?
CCc1ccc(NC(=O)CSc2nccn2C2CCCC2)cc1	1%
COc1ccc(OC)c(CNc2sc3c(c2C(=O)Nc2cc(OC)ccc2OC)CCCC3)c1	?
CC(C)c1ccc(NC(=O)CSC2=Nc3ccccc3C3=NC(CC(=O)NCc4ccc(F)cc4)C(=O)N23)cc1 (stereo not drawn)	?
Cc1ccc(-c2ccc(=O)n(CC(=O)NCCc3ccccc3)n2)cc1	11%
Cc1ccc(-c2cc(C(=O)NCCc3ccccc3)c3ccccc3n2)cc1C	?
COc1cccc2sc(N(Cc3cccnc3)C(=O)Cc3ccccc3)nc12	?
Cc1ccc(CN2C(=O)CN(C3CCC(C)CC3)C(=O)C2c2ccc(F)cc2)cc1 (stereo not drawn)	3%
O=C(Nc1cc(Cl)cc(Cl)c1)c1cc(S(=O)(=O)N2CCc3ccccc3C2)ccc1F	1%
CCN(CC)S(=O)(=O)c1ccc2c(c1)N(CC(=O)N1CCN(c3cccc(OC)c3)CC1)C(=O)CO2	11%
O=C(NCCO)C(=O)Nc1c2c(nn1-c1ccc(F)cc1)CSC2	-2%
Fc1ccc(N2CCN(c3ncnc4[nH]ncc34)CC2)cc1	0%
CCC1=Nc2cc(C(=O)NCc3ccccc3Cl)ccc2Sc2ccc(C)cc21	?
COc1ccc(CNC(=O)c2cc(-c3ccc(OC)cc3)nc3n[nH]c(-c4cccc([N+](=O)[O-])c4)c23)cc1	-2%
Cc1ccc(CNC(=O)CCCN2C(=O)COc3ccc(C)cc32)cc1	6%
CCOc1ccc(Sc2cc(C(=O)NCCc3ccc(OC)c(OC)c3)c3ccccc3n2)cc1	?
Cc1cc(C)cc(Nc2sc(C(=O)c3ccccc3)c(N)c2S(=O)(=O)c2ccccc2)c1	-7%
COc1ccc(NC(=O)c2nnn(CC(=O)Nc3ccc(C)c(C)c3)c2N)cc1OC	-14%
Cc1ccc(NC(=O)Cn2nnc(-c3ccccc3)n2)c(C)c1	4%
CCN(CC)C(=O)Cn1c(=O)n(-c2ccc(OC)cc2OC)c(=O)c2c(C)c(C(=O)N(CC)CC)sc21	-10%
Cc1cc(C)c(S(=O)(=O)NCC2CCC(C(=O)NCCc3ccccc3)CC2)c(C)c1 (stereo not drawn)	13%
CC1CCCCN1S(=O)(=O)c1ccc2[nH]c(=O)cc(C(=O)NCCc3ccc(Cl)cc3)c2c1 (stereo not drawn)	?
Cc1ccc(N2CC(NC(=O)Cc3cccs3)CC2=O)cc1 (stereo not drawn)	8%
CCC1Oc2ccc(C)cc2N(CC(=O)N2CCN(c3ccccc3OC)CC2)C1=O (stereo not drawn)	-5%
CCCN(CCC)C(=O)C1CCCN(c2ncnc3c2nc2n3CCCCC2)C1 (stereo not drawn)	6%
CCc1ccc(NC(=O)CSC2=Nc3ccccc3C3=NC(CCC(=O)NCc4ccccc4)C(=O)N23)cc1 (stereo not drawn)	?
CCCc1cc(=O)[nH]c2nnc(SCCC(C)C)n12	2%
Cc1ccc(CNC(=O)C(=O)NCC(c2ccco2)S(=O)(=O)c2ccc(C)cc2)cc1 (stereo not drawn)	?
CSc1cccc(Nc2cc(C(=O)NCCCN(C)c3ccccc3)c3ccccc3n2)c1	?
COc1ccc(NC(=O)c2ccc3c(=O)n4nc(Nc5ccccc5C)sc4nc3c2)cc1	-6%
COCCCNC(=O)CSc1nc2cc3c(cc2c(=O)n1CCCCCC(=O)NCc1ccc2c(c1)OCO2)OCO3	9%
CN(Cc1ccccc1)c1ncnc2c1nnn2C	?
CSc1cccc(Nc2cc(C(=O)NCCCN(Cc3ccccc3)C(C)C)c3ccccc3n2)c1	?
O=C(NCc1ccccc1F)C1CCN(Cc2cc3ccccc3n2Cc2cccc(Cl)c2)CC1	-5%
COc1cc(C(=O)Nc2ccc3c(c2)N(C2CCCC2)C(=O)c2ccccc2S3)cc(OC)c1OC	23%
COc1ccccc1N1CCN(c2nc(-c3ccc(C)cc3)nc3ccccc23)CC1	1%
O=C(NCc1ccc2c(c1)CCN2C(=O)c1ccc(F)cc1)c1ccc(Br)o1	?
O=C(c1ccco1)N(Cc1cccnc1)c1nc2c(F)cc(F)cc2s1	8%
COc1ccc(NS(=O)(=O)c2cc3[nH]c(=O)c(=O)[nH]c3cc2C)cc1OC	4%
Cc1nc2ccc(S(=O)(=O)N(CC(=O)Nc3cccc(F)c3)Cc3ccccc3)cc2s1	-2%
COC(=O)c1ccc2c(=O)n3nc(Nc4cc(OC)ccc4OC)sc3nc2c1	?
COc1ccc(-n2c(/C=C/c3cccc4ccccc34)nc3ccccc3c2=O)cc1OC	-2%
COc1ccc(NC(=O)CSc2ncccc2C(=O)O)cc1OC	5%
O=C(/C=C\c1ccc2c(c1)OCO2)NC1CC(=O)N(c2cccc(F)c2)C1 (stereo not drawn)	-14%
CCN(CC)CCCNC(=O)c1ccc2c(c1)NC(=O)C(CS(=O)(=O)Cc1cccc(Br)c1)N2 (stereo not drawn)	-11%

The closing three compounds of the section before lead into the next.
SMILES	BCR signal inh
COc1ccc(NC(=O)CSc2ncccc2C(=O)O)cc1OC	5%
O=C(/C=C\c1ccc2c(c1)OCO2)NC1CC(=O)N(c2cccc(F)c2)C1 (stereo not drawn)	-14%
CCN(CC)CCCNC(=O)c1ccc2c(c1)NC(=O)C(CS(=O)(=O)Cc1cccc(Br)c1)N2 (stereo not drawn)	-11%
Cc1ccc(-c2nc3c4ccccc4n(Cc4cccc(Cl)c4)c(=O)n3n2)cc1	?
CCc1ccc(C2=CC(c3cccc(Br)c3)n3nnnc3N2)cc1 (stereo not drawn)	0%
COc1ccc(Nc2cc(C(=O)NCCCN(C)Cc3ccccc3)c3ccccc3n2)c(OC)c1	6%
O=C(CCCCCn1c(=O)[nH]c2ccccc2c1=O)NCc1cccc(Cl)c1	0%
COc1ccc(C2C(=O)N(C3CCC(C)CC3)CC(=O)N2CCC2=CCCCC2)cc1OC (stereo not drawn)	-20%
Cc1cccc(C(=O)Nc2ccc(-c3nc4ccccc4s3)cc2Cl)c1	0%
CCOC(=O)c1c(S(=O)(=O)N2CCC(C(=O)NCc3ccccc3OC)CC2)c(C)n(C)c1C	4%
COc1ccccc1NC(=O)c1c(NCc2ccc(C)o2)sc2c1CCC(C)C2 (stereo not drawn)	?
Cc1cccc(N2CCN(S(=O)(=O)c3cc(C(=O)Nc4ccccc4Cl)ccc3F)CC2)c1C	-4%
Cc1ccc(C2=CC(c3ccccc3C)n3c(nc4ccccc43)N2)cc1 (stereo not drawn)	?
COc1ccc(CCNC(=O)c2ccc3c(c2)N(Cc2ccc(F)cc2)C(=O)CS3)cc1OC	?
CCOc1ccc(N2CC(NC(=O)c3cccs3)CC2=O)cc1 (stereo not drawn)	-10%
Cc1c(C(=O)Nc2ccc(Br)cc2F)oc2ccc(S(=O)(=O)N3CCC4(CC3)OCCO4)cc12	13%
CC(=O)c1ccc(N2CCN(c3ccc(NC(=O)c4cccs4)cc3C(=O)O)CC2)cc1	-8%
Cc1ccc(-n2ncc3c(N4CCN(C)CC4)ncnc32)cc1Cl	18%
Cc1ccc(C)c(NC(=O)c2cc(S(=O)(=O)N3CCCc4ccccc43)ccc2F)c1	-1%
COc1ccccc1N1CCN(c2ncnc3c2cnn3-c2cc(Cl)ccc2C)CC1	?
COc1ccc(CNc2ncnc3c2cnn3-c2ccc(Cl)cc2)cc1	15%
COc1ccc(CCCc2nnc(SCC(=O)Nc3ccc(C)cc3)o2)cc1C	-2%
COc1ccccc1C(=O)NCc1ccc2c(c1)CCN2C(=O)c1ccncc1	0%
COc1ccccc1CCNC(=O)C(=O)NCC(c1ccco1)S(=O)(=O)c1cccs1 (stereo not drawn)	-13%
O=C(Nc1ccc(Br)cc1)c1cc(S(=O)(=O)NC2CCCC2)ccc1F	?
CCOC(=O)c1cc(-c2ccc(F)cc2)n(CCC(=O)Nc2nc3cc(C)c(C)cc3s2)c1C	7%
COc1ccc(N2CC(NC(=O)C3CCCC3)CC2=O)cc1OC (stereo not drawn)	?
CCOC(=O)C1CCC(CN(Cc2ccc(Cl)cc2)S(=O)(=O)c2ccc(F)c(C(=O)Nc3cccc(F)c3)c2)CC1 (stereo not drawn)	8%
CCOC(=O)c1cc(-c2ccc(F)cc2)n(CC(=O)NC2CCCCCC2)c1C	17%
O=C(NCc1ccc(Cl)cc1)C(=O)NCC(c1ccco1)S(=O)(=O)c1cccs1 (stereo not drawn)	-10%
Cc1cc(-n2c(C)nc3ccccc3c2=O)ccc1NC(=O)c1ccc([N+](=O)[O-])cc1	-5%
CCC(=O)N1CCc2cc(Br)cc(S(=O)(=O)Nc3ccc(C)cc3C)c21	2%
CCOc1cc(CNC(=O)c2sc3ncnc(N(C)C4CCCCC4)c3c2C)ccc1OC	?
O=S(=O)(Nc1cccc(-c2ccc(N3CCCCC3)nn2)c1)c1ccc(F)cc1F	3%
Cc1cc(C)c(NC(=O)CSc2nc3ccccc3c3nc(CCn4cncc4C)nn23)c(C)c1	?
O=C(Nc1ccc(F)cc1)c1ccc(-n2cnnc2)cc1	?
COc1cccc(NC(=O)CSC2=Nc3ccccc3C3=NC(CCC(=O)NCc4ccco4)C(=O)N23)c1 (stereo not drawn)	-10%
Cc1cc(NC(=O)CSc2ncc(C(=O)Nc3ccc(C)c(C)c3)c(=O)n2C)no1	10%
CC(=O)c1ccc(NS(=O)(=O)c2cc(-c3cc(C)no3)ccc2C)cc1	?
CCOc1ccc(S(=O)(=O)N2CCC(c3ccncc3)CC2)cc1	-9%
CCOC(=O)N1CCc2c(sc3c2c(=O)n(-c2ccc(Cl)cc2)c(=O)n3CC(=O)Nc2ccccc2)C1	2%
Cc1ccc2c(c1)C(=O)OC(C(=O)Nc1ccccc1C(=O)O)C2 (stereo not drawn)	?
COc1ccc(-c2nc3sc(CCNC(=O)C(=O)Nc4ccc(C)cc4C)c(C)n3n2)cc1	?
COc1ccc(CCNc2ncnc3c2nnn3C)cc1	?
Cc1ccc(C)c(N2CCN(S(=O)(=O)c3ccc(F)c(C(=O)Nc4ccc(Cl)cc4Cl)c3)CC2)c1	-4%
CCOC(=O)c1cc(-c2ccc(OC)cc2)n(CCC(=O)NCCc2ccc(OCC)c(OCC)c2)c1C	?
Cc1cccc(CNC(=O)C2CCC(CNS(=O)(=O)c3ccc4c(c3)CCCC(=O)N4)CC2)c1 (stereo not drawn)	0%
CCOC(=O)c1cc(-c2ccccc2)n(CC(=O)Nc2ccccc2OCC)c1C	?
Cc1ccccc1CNC(=O)C(=O)NCC(c1ccco1)S(=O)(=O)c1ccc(F)cc1 (stereo not drawn)	?

Entries shown so far that have an aryl thioether with sulfur outside any ring:
SMILES	BCR signal inh
O=C(CSc1nccn1C1CCCC1)Nc1ccc(C(F)(F)F)cc1	-3%
CCc1ccc(NC(=O)CSc2nccn2C2CCCC2)cc1	1%
CCOc1ccc(Sc2cc(C(=O)NCCc3ccc(OC)c(OC)c3)c3ccccc3n2)cc1	?
CCCc1cc(=O)[nH]c2nnc(SCCC(C)C)n12	2%
CSc1cccc(Nc2cc(C(=O)NCCCN(C)c3ccccc3)c3ccccc3n2)c1	?
COCCCNC(=O)CSc1nc2cc3c(cc2c(=O)n1CCCCCC(=O)NCc1ccc2c(c1)OCO2)OCO3	9%
CSc1cccc(Nc2cc(C(=O)NCCCN(Cc3ccccc3)C(C)C)c3ccccc3n2)c1	?
COc1ccc(NC(=O)CSc2ncccc2C(=O)O)cc1OC	5%
COc1ccc(CCCc2nnc(SCC(=O)Nc3ccc(C)cc3)o2)cc1C	-2%
Cc1cc(C)c(NC(=O)CSc2nc3ccccc3c3nc(CCn4cncc4C)nn23)c(C)c1	?
Cc1cc(NC(=O)CSc2ncc(C(=O)Nc3ccc(C)c(C)c3)c(=O)n2C)no1	10%

Some of the compounds tested; count on the stated rates, not on these rows.
